Screening results: PubChem BioAssay, Southern Research Specialized Biocontainment Screening Center
H37Rv inhibition – M. tuberculosis growth inhibition, HTS (AID 449762); M. tuberculosis H37Rv growth inhibition, 7H9 media; higher % means a stronger effect; inhibition, % at 25 µM; hits with a dose series show IC50 in µM; 330,000 compounds, 0.59% hits; in the data active means a potency from the dose series; inconclusive means inhibition above about 70% without an active follow-up result;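 further: bacterial growth assessed after seven days of incubation; strong numbers were not always called active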
VEEV TC-83 Vero – inhibitors of VEEV TC-83 cytopathic effect, confirmation, Vero cells (AID 588727). 350,000 compounds, 0.13% hits. Vero cells, VEEV TC-83 cytopathic effect inhibition; higher % means a stronger effect. one-dose inhibition, % at 20 µM; IC50 in µM for titrated hits; in the data active means a potency from the dose series; inconclusive means inhibition mostly from about 14% at the one dose, without a potency; inactive means the rest, 99 in 100 with inhibition below about 12%; further: strong numbers were not always called active
H1N1 NS1A inhibition – H1N1 influenza NS1A inhibitors, functional cell based assay (AID 504329); NS1A functional cell-based assay, percent inhibition; higher % means a stronger effect; one-dose inhibition, % at 12.5 µM; IC50 in µM for titrated hits; 340,000 compounds, 0.3% hits; in the data active means a potency from the dose series; inconclusive means inhibition above about 27% without an active follow-up result; further: strong numbers were not always called active
Salmonella PhoP GFP – PhoP regulon inhibitors, Salmonella typhi PhoP promoter GFP reporter, confirmatory (AID 1850); inhibition, % at 50 µM; hits with a dose series show IC50 in µM; Salmonella Typhi PhoP-promoter GFP reporter, fluorescence, 4 h; higher % means a stronger effect; 310,000 compounds, 0.33% hits; in the data active means a potency from the dose series; inconclusive means inhibition mostly from about 25% at the one dose, without a potency; inactive means the rest, 99 in 100 with inhibition below about 19%;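 further: 0% = induced wells with vehicle and 100% = uninduced wells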
M. tuberculosis – growth inhibition of non-replicating M. tuberculosis (AID 488890); Mycobacterium tuberculosis non-replicating, growth inhibition; higher % means a stronger effect; inhibition, % at 25 µM, or IC50 in µM where a hit was titrated; 320,000 compounds, 0.39% hits; in the data active means a potency from the dose series; inconclusive means inhibition mostly from about 82% at the one dose, without a potency; inactive means the rest, 99 in 100 with inhibition below about 76%;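 further: plate controls were DMSO cells for no effect and high antibiotic wells for full effect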
Numbers without * were called inactive; i = inactive; ? = inconclusive; · = not tested or not shown; & = joins results of further samples.

SMILES	H37Rv inhibition	VEEV TC-83 Vero	H1N1 NS1A inhibition	Salmonella PhoP GFP	M. tuberculosis
CSCCC(NC(=O)c1ccco1)C(=O)N1CC(C)OC(C)C1 (centres undefined)	3%	0.1%	-2%	·	24%
CCc1cc2c(NCc3ccccc3)nc(C)nc2s1	12%	1.1%	-5%	-4%	34%
CCC(C(=O)NC1CC(C)(C)NC(C)(C)C1)c1ccccc1 (centres undefined)	5%	0.7%	-6%	-2%	-4%
CCOC(=O)C1CCN(C(=O)c2cccc(S(=O)(=O)NCc3ccccc3)c2)CC1	-6%	4.3%	-5%	·	10%
CCCCOc1ccc(N(CC(=O)NC(C)(C)CC)C(=O)CCC(=O)Nc2ccccn2)cc1	37%	6.9%	9%	8%	34%
C=CCn1c(SCC(=O)NCC2CCCO2)nc2scc(-c3ccc(OC)cc3)c2c1=O (centres undefined)	-2%	5.9%	0%	-4%	13%
O=c1[nH]c(=O)n(CC2CCCO2)c(O)c1/C=C1\C=Nc2ccccc21 (centres undefined)	-2%&5%	1.1%&0.7%	1%&3%	2%&16%	-8%&11%
COc1ccc(COCC(O)CN2CCCC(C(F)(F)F)C2)cc1 (centres undefined)	-1%	0.1%	2%	-3%	-11%
O=C(CC(C(=O)O)P(=O)(c1ccccc1)c1ccccc1)c1ccccc1 (centres undefined)	-2%	4.8%	-19%	-3%	-3%
Cc1c(C(=O)NCCn2ccc3ccccc32)cccc1[N+](=O)[O-]	10%	6.5%	7%	-9%	-2%
O=C1/C(=C/c2ccco2)SC(=S)N1CC1CCCO1 (centres undefined)	9%	1.2%	·	16%	-5%
COc1ccc(N2CCN(c3ccc(Cl)nn3)CC2)cc1	0%	0.4%	-11%	-5%	0%
CC(C)c1ccc2c(c1)C(N1CCN(C)CC1)Cc1cccnc1S2 (centres undefined)	3%	i	4%	16%	23%
COc1ccccc1-c1ccc(Nc2ccc(C(=O)N3CCOCC3)cc2)nn1	0%	10%	7%	-10%	35%
Cc1cccc(N2CCN(S(=O)(=O)c3ccc(-c4ccc(=O)[nH]n4)o3)CC2)c1C	2%	0.5%	7%	-8%	-1%
C=CCNC(=O)/C(C#N)=C/c1c(N2CC(C)OC(C)C2)nc2ccccn2c1=O (centres undefined)	3%	4.9%	-1%	-6%	-16%
O=C(NC1CC1)C1CCN(C2CCN(C(=O)CSc3ccccc3)CC2)CC1	-4%	1.1%	-2%	3%	-10%
O=C1C2C3C=CC(C3)C2C(=O)N1c1cccc2ccccc12 (centres undefined)	-3%	i	0%	8%	-8%
Cc1cc(C(=O)Cn2cncn2)c(C)n1CCc1ccc(F)cc1	51%	i	8%	10%	-11%
COc1ccc(CCNC(=O)CN2CCC(C(N)=O)CC2)cc1	3%	i	11%	6%	-2%
Cc1ccc(NC(=O)CSc2nnc3ccc(-c4cccnc4)nn23)cc1	-7%	4.5%	-6%	-2%	-19%
CCOc1ccccc1CN1CCC(CO)(CCOc2ccccc2)CC1	-5%	0.0%	-13%	-1%	34%
CC(C)(C)OC(=O)N1CCC(C(=O)Nc2ccc(C(=O)NCCc3ccccc3)cc2)CC1	·	0.6%	-14%	·	·
CCOc1ccc(C(C)=O)cc1CSC(=N)N	5%	0.1%	-7%	7%	-7%
O=C(C[N+]12CC[N+](CC(=O)c3ccc(F)cc3)(CC1)CC2)c1ccc(F)cc1	-3%	i	-1%	2%	-5%

(cont.)
SMILES	H37Rv inhibition	VEEV TC-83 Vero	H1N1 NS1A inhibition	Salmonella PhoP GFP	M. tuberculosis
CCOCCc1c(O)nc(SCC(=O)NCc2ccco2)[nH]c1=O	-5%	3.2%	2%	5%	-3%
COc1ccc(C(C(=O)NC2CCCC2)N(CCCO)C(=O)Cn2nnc(-c3ccc(C)o3)n2)cc1 (centres undefined)	-5%	0.3%	7%	-6%	-7%
O=S1(=O)CCC(NC(=S)Nc2ccc(Cl)cc2)C1 (centres undefined)	-8%	2.7%	4%	-8%	21%
N#CCC1c2ccccc2CCN1C(=O)Nc1ccc(C(F)(F)F)cc1 (centres undefined)	?	i	27%	5%	54%
CC(=O)c1ccc(NC(=O)CSc2nc(=O)n3cccc(C)c3n2)cc1	-8%	1.7%	-6%	6%	-7%
CCCN1CCc2nc(SCC(=O)Nc3ccc(C)c(Cl)c3)[nH]c(=O)c2C1	-3%	0.6%	17%	-1%	49%
CCC(=O)N1CCc2cc(Br)cc(S(=O)(=O)N3CCC(C(=O)NC(C)C)CC3)c21	-6%	0.7%	-2%	10%	5%
CCCCN(C(=O)c1ccc2ccccc2c1)c1c(N)n(CCCC)c(=O)[nH]c1=O	1%	4.3%	-15%	·	7%
CC(NC(=O)CSc1nc2sc3c(c2c(=O)n1-c1ccccc1)CCCC3)c1ccccc1 (centres undefined)	5%	1.4%	8%	-9%	-22%
N#CCC(=O)N/N=C/c1c2ccccc2cc2ccccc12	-4%	6.0%	-12%	5%	-1%
Cc1cccc(N2CC(C(=O)Nc3cccc(S(=O)(=O)N4CCCCC4)c3)CC2=O)c1C (centres undefined)	-3%	10%	-2%	·	21%
NS(=O)(=O)c1ccc(CCNC(=O)NC2CCCCC2)cc1	9%	0.1%	12%	1%	-2%
Nc1nonc1C(=O)N/N=C/c1cc(Br)ccc1O	-5%	9.0%	·	11µM*	72%
CC(=O)O/N=C(\N)Cc1ccc(-c2csnn2)cc1	-2%	i	-1%	4%	-7%
CNC(=O)CSc1nc2[nH]ncc2c(=O)[nH]1	-1%	1.0%	-8%	-12%	-19%
Cc1ccc(NC(=O)C2CCCN2S(=O)(=O)c2ccc3c(c2)n(C)c(=O)c(=O)n3C)c(C)c1 (centres undefined)	4%	0.8%	-2%	7%	-2%
Cn1nc(C(F)(F)F)c(-c2cccc(C(F)(F)F)c2)c1NC(=O)c1ccco1	-11%	3.4%	0%	3%	4%
CS(=O)(=O)NN1C(=O)c2ccccc2NC1c1ccccc1 (centres undefined)	0%	i	0%	2%	-3%
CC(C)(O)C#Cc1ccc(C(=O)N2CCN(c3ccc(Cl)cc3)CC2)cc1	-2%	0.8%	-14%	4%	16%
CCOC(=O)C1CCN(S(=O)(=O)c2ccc(-c3ccccn3)s2)CC1	-2%	2.1%	·	-4%	0%
O=C(O)c1cc2ccccc2c(N=Nc2cccnc2)c1O	18%	0.3%	16%	23%	22%
O=C(O)c1cc(S(=O)(=O)N2CCOCC2)c(Sc2ccccn2)cc1Sc1ccccn1	·	0.8%	6%	·	·
O=C(COc1ncnc2sccc12)Nc1ccc(F)cc1F	3%	1.5%	-1%	2%	14%
Cc1ccc2cc(C#N)c(N3CCCN(S(=O)(=O)c4ccccc4)CC3)nc2c1	-1%	i	-28%	-21%	30%
O=c1c2ccc([N+](=O)[O-])cc2ncn1CCOc1ccccc1	1%	6.8%	-1%	11%	3%

The list continues:
SMILES	H37Rv inhibition	VEEV TC-83 Vero	H1N1 NS1A inhibition	Salmonella PhoP GFP	M. tuberculosis
Cn1nc(C(=O)N2CCCc3ccccc32)c2ccccc2c1=O	-4%	i	-9%	-1%	2%
CCCCCCCCS(=O)CCC(=O)O (centres undefined)	-3%	i	-13%	-2%	65%
CCn1cc([N+](=O)[O-])c(C(=O)N2N=C(c3ccc(OC)cc3OC)CC2c2ccccc2O)n1 (centres undefined)	-3%	12%	1%	10%	2%
O=C1Nc2cc(Cl)c(Cl)cc2N(O)N1c1ccccc1	-1%	0.4%	-3%	0%	-5%
CCCCCCCC1=CC2=CC(=O)C(C)(OC(C)=O)C(=O)C2=CN1CCc1ccccc1 (centres undefined)	3%	·	·	-8%	4%
CCCN(C(=O)c1nc2nc(C)cc(C)n2n1)c1c(N)n(Cc2ccccc2)c(=O)[nH]c1=O	-3%	2.4%	-12%	·	-6%
C=CCNC(=O)CN(c1ccc(OC)cc1OC)S(C)(=O)=O	-1%	6.8%	3%	4%	1%
COc1cc2cc(C(=O)N3CCN(Cc4ccc5c(c4)OCO5)CC3)c(=O)oc2cc1OC	-3%	0.8%	-1%	2%	-5%
CC(C)NC(=O)CSc1nc2ccccc2n1CC(=O)N1CCc2ccccc21	3%	0.6%	-1%	3%	2%
NNC(=O)COc1ccc(-c2nccc(-c3ccc(F)cc3)n2)cc1	1%	0.4%	8%	1%	42%
COCCn1c(N)c(C(=O)NS(=O)(=O)c2ccc(C)cc2)c(=O)[nH]c1=O	-14%	i	-5%	1%	-1%
Cc1cc(C(F)(F)F)c2c(C)nn(-c3ccccc3)c2n1	0%	i	-5%	10%	-6%
COc1ccc(C(=O)N2CCCC(O)C2)cc1OC1CCN(C(C)C)CC1 (centres undefined)	-1%	1.4%	-8%	-8%	-7%
O=C(c1ccco1)N(Cc1cccc(Br)c1)C1CCS(=O)(=O)C1 (centres undefined)	6%	i	6%	-9%	8%
CN(/N=C/C=C/c1ccccc1)C1=NS(=O)(=O)c2ccccc21	-4%	0.4%	4%	-12%	·
O=C(C1CCCCC1)N1CCC(O)(c2ccc(Cl)cc2)CC1	4%	0.8%	-1%	-7%	8%
COc1ccc(CCNC(=O)COc2ccc(-c3ccccc3)cc2)cc1OC	4%	i	-5%	-5%	72%
CCC(CC)c1nn2c(N)c(/C=C3\C=Nc4ccccc43)c(=O)nc2s1	-8%	4.0%	1%	5%	5%
N/C(=N\OC(=O)Cc1ccc([N+](=O)[O-])cc1)c1ccc([N+](=O)[O-])cc1	8%	0.5%	4%	6%	13%
Cn1nnnc1SCC(=O)N1CCOCC1	9%	1.7%	0%	-9%	3%
CCOc1cc(/C=C\[N+](=O)[O-])ccc1OCC(=O)Nc1ccccc1C	6.9µM*	2.8%	4%	-2%	?
O=C(CN1C(=O)NC2(CCOc3ccccc32)C1=O)c1cccs1 (centres undefined)	1%	1.3%	7%	·	32%
O=[n+]1cc(-c2cccc3ccccc23)n([O-])c2c1CCC2	-7%	0.7%	-10%	1%	-23%
CC1(c2cc([N+](=O)[O-])cc([N+](=O)[O-])c2)CC(C)(C)N(C(=O)c2ccccc2)c2ccccc21 (centres undefined)	12µM*	3.2%	1%	3%	?
CC(=O)c1nn(-c2cccc(Br)c2)cc1C(=O)c1ccc(C)cc1	19%	i	4%	-4%	-1%
CC1=NN(C(=O)Cc2ccc(C)cc2)C(O)(c2cccnc2)C1 (centres undefined)	4%	4.0%	-3%	-2%	7%
